Screening results: PubChem, The Scripps Research Institute Molecular Screening Center
OXTR potentiator = human OXTR potentiators, primary screen, fluorescence, CHO-OTR cells, Fluo-8 calcium | Oxytocin receptor (Homo sapiens), P30559 | Fluo-8 calcium fluorescence, potentiator mode; 0% = oxytocin EC15, 100% = EC100 | activation, % at 3 µM | 320,000 compounds, 0.061% hits;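 active means activation above that plate's cutoff, the mean activation of tested compounds plus 3 SD, cut at about 6.6% in these data, passing the limit was not always enough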;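 further: 100% uses oxytocin at 75 nM as the full agonist control; some results filed as inactive read as strong as hits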
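Dosing: Single dose, 3.0 µM nominal final compound concentration | Material: Human OTR in CHO cells | Technique: Kinetic Fluo-8 calcium fluorescence | Benchmarks: EC15 oxytocin alone as 0%, 75 nM oxytocin as 100% | Probe or stimulus: Oxytocin at about EC15, sub-maximal agonist stimulus | Incubation: Compound 6 min at room temperature before oxytocin, 100 s read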
V1R ag counter = agonists of human V1a receptor, primary screen, counter-screen for OXTR agonist project, fluorescence, CHO-V1R cells; Vasopressin V1a receptor (Homo sapiens), P37288; Fluo-8 calcium fluorescence, agonist mode; 0% DMSO, 100% 3 nM vasopressin; activation, % at 3 µM; 320,000 compounds, 0.25% hits; AID 2797, 2010;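 active means activation above the mean activation of all tested compounds plus 3 SD, per screening run, cut at about 20% in these data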;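 further: signal is peak over basal fluorescence ratio across a 100 second FLIPR read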
M1 PAM parental = nonselective calcium activators in parental CHO-K1 cells, primary screen, counter-screen for M1 PAM project, cell-based, Fluo-8 calcium fluorescence, full deck, 1536-well. ATP EC20; 0% at ATP EC20, 100% at ATP max. activation, % at 3 µM. 360,000 compounds, 0.02% hits. AID 602247, 2012;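 active means activation above the run cutoff, the mean activation of all test compounds plus 3 SD, cut at about 40% in these data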;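 further: peak over basal fluorescence ratio in a 140 s read after ATP addition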
CHO parental Ca = ATP-evoked calcium signal inhibitors, parental CHO, primary screen, counter-screen for OX1R antagonist project, cell-based, fluorescence, Fluo-8 calcium dye. parental CHO-K1, ATP-induced calcium, Fluo-8 fluorescence. inhibition, % at 5.6 µM. 330,000 compounds, 0.63% hits. AID 463079, 2010;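 active means inhibition above that plate's mean sample inhibition plus 3 SD, cut at about 26% in these data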;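 further: 0% = ATP-challenged DMSO wells and 100% = DMSO wells without ATP; some compounds past the cut are filed as inactive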
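Test system: untransfected parental CHO cell line; also added: ATP stimulus; dosing: 5.6 µM, single dose; signal: calcium-sensitive Fluo-8 fluorescence; measure: percent inhibition of ATP-evoked calcium rise, normalized to controls; benchmarks: low control ATP plus DMSO, high control DMSO only; replication: one well per compound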
CHRM1 agonist = human M1 muscarinic receptor agonists, primary screen, Fluo-8 calcium fluorescence, CHO-K1 cells, HTS. Muscarinic acetylcholine receptor M1 (Homo sapiens), P11229. CHO-K1 hM1, agonist mode; 0% DMSO, 100% acetylcholine EC100. activation, % at 3 µM. 360,000 compounds, 0.33% hits;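 active means activation above the run's mean compound activation plus 3 SD, cut at about 16% in these data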;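 further: peak over basal fluorescence ratio within a 140 s kinetic read after compound addition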
Target sequence (P11229 whole entry, looked up): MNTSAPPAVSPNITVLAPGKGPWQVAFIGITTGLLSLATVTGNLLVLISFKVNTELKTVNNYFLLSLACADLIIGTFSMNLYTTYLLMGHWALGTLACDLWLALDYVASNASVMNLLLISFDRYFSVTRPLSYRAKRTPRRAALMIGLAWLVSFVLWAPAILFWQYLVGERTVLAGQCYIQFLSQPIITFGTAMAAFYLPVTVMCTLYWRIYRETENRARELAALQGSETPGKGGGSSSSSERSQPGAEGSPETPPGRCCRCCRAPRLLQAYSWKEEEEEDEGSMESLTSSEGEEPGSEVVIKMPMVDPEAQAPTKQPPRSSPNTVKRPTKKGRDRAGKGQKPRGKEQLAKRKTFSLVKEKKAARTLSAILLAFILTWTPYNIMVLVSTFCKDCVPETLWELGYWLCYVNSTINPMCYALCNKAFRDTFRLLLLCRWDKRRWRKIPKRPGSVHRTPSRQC
CHO-K1 Ca antag = M1 antagonist counterscreen hit in parental CHO-K1 cells. inhibition, % at 3 µM. AID 602250. 360,000 compounds, 0.6% hits. ATP-induced calcium, Fluo-8 fluorescence;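 active means inhibition above a per-plate cutoff, the plate's mean sample inhibition plus 3 SD, cut at about 24% in these data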;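 further: 0% = DMSO plus EC80 ATP and 100% = DMSO alone without ATP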
M1 ag parental = counter-screen for M1 agonists: effect in parental CHO-K1 cells. Fluo-8 calcium fluorescence; scaled to maximal ATP response, vehicle zero. AID 602248, 2012. activation, % at 3 µM. 360,000 compounds, 0.48% hits; in the data active means activation above about 15%;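 further: untransfected CHO-K1 host cells lacking M1 receptor as counterscreen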
TAAR1 antag = human TAAR1 antagonists, primary screen, Fluo-8 calcium fluorescence, CHO RD-HGA16 cells. Trace amine-associated receptor 1 (Homo sapiens), Q96RJ0. antagonist. inhibition, % at 3 µM. 360,000 compounds, 1.5% hits. AID 624466, 2012;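 active means inhibition above a per-plate cutoff, the mean inhibition of test compounds on that plate plus 3 SD, cut at about 49% in these data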;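 further: 0% = DMSO plus EC80 beta-PEA response and 100% = DMSO alone without agonist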
Target sequence (Q96RJ0 whole entry, looked up): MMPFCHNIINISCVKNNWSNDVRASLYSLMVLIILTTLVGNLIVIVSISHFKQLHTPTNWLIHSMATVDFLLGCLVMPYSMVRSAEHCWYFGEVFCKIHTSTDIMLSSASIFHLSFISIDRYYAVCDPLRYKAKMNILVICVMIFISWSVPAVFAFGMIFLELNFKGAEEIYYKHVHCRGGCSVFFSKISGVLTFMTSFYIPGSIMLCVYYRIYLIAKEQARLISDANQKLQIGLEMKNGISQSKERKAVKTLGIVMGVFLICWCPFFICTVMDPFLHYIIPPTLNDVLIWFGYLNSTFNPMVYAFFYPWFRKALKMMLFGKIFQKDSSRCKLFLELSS
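Assay system: RD-HGA16 CHO cells with stable hTAAR1 and Gα16 / Reagent: EC80 β-phenethylamine stimulus / Doses: 3 µM, single point / Timing: dye loading 75 min at 37 °C, then 30 min room temperature / Measured by: Fluo-8 intracellular calcium dye fluorescence, real-time kinetic reads / Controls: vehicle wells and EC80 agonist wells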
TAAR1 ag = human TAAR1 agonists, primary screen, Fluo-8 calcium fluorescence, CHO RD-HGA16 cells. Trace amine-associated receptor 1 (Homo sapiens), Q96RJ0. vehicle wells 0%, saturating PEA agonist 100%. activation, % at 3 µM. 360,000 compounds, 0.99% hits;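 active means activation above the mean activation of all test compounds in the run plus 3 SD, cut at about 38% in these data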
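Assay system – CHO-derived RD-HGA16 cells with stable Gα16 and human TAAR1 · Compound dosing – one-point dosing at 3 µM (nominal) · Incubation – 17-24 h seeding, 75 min 37 °C dye, 30 min RT · Measured by – kinetic Fluo-8 calcium fluorescence · Control set – DMSO vehicle as 0%, PEA at EC100 as 100% · Repeats – single well for each compound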
* hit, by the source's call; . = not tested or not shown.

SMILES | OXTR potentiator | V1R ag counter | M1 PAM parental | CHO parental Ca | CHRM1 agonist | CHO-K1 Ca antag | M1 ag parental | TAAR1 antag | TAAR1 ag
OC(CN1C2=NCCCN2c2ccccc21)c1ccc(Cl)cc1 (centres undefined) | -3 | 1.1 | 30 | -10 | -10 | -15 | 2.5 | -15 | 3
Cc1ccc(-c2cccc(OC(=O)c3ccccc3F)c2)cc1 | -21 | -0.6 | 13 | 0 | -2 | 1 | 0.9 | 2 | 9
CN(CCCNC(=O)c1cccc(N2CCCC2=O)c1)c1ccccc1 | 1 | 0.7 | -4 | -17 | -6 | 5 | 1.2 | 4 | 6
CC(OC(=O)Cc1n[nH]c(=O)c2ccccc12)C(=O)Nc1ccc(Cl)cn1 (centres undefined) | -8 | 0.1 | -7 | -21 | -3 | -1 | 3.1 | 26 | 4
COc1ccc(N2CCN(C(=O)C3CCCN(S(=O)(=O)c4ccc(C)cc4)C3)CC2)cc1 (centres undefined) | -27 | 2.8 | 0 | -8 | -3 | -9 | 0.7 | 4 | -5
CNC(=S)N1CCc2sccc2C1C (centres undefined) | -6 | -2.1 | 17 | 0 | -2 | -9 | 0.6 | 5 | 0
CC(C)(C)n1cnnc1Sc1ccc([N+](=O)[O-])cn1 | 0 | 1.4 | 2 | -11 | -4 | 5 | 0.3 | -2 | 1
Cc1nn(C)c(Oc2ccccc2)c1CCNC(=O)CCl | 4 | -1.0 | 21 | -7 | -4 | -11 | 0.4 | 3 | 15
CC1CC(C)CN(S(=O)(=O)c2ccc3c(c2)NC(=O)C(C)C(=O)N3)C1 (centres undefined) | 0 | 0.1 | 19 | -4 | -5 | -6 | 1.3 | 3 | -1
COCCn1c(SCC(=O)Nc2ccccc2OC)nc2c(oc3ccccc32)c1=O | -1 | -1.3 | -8 | -29 | -8 | 11 | 0.6 | 52* | 0
CC(=O)c1csc(-c2ccccc2)n1 | -12 | 1.7 | 4 | -9 | -2 | -9 | -0.4 | -5 | 2
O=C(/C=C/c1ccc(F)cc1)NC(=S)Nc1ccccc1 | . | . | 4 | . | -6 | -8 | 0.9 | 8 | 4
CCN(C(=O)COC(=O)/C(=C/c1ccccc1)n1nnnc1C)C1CCCCC1 | -10 | 0.2 | 11 | 8 | -2 | -15 | 2.0 | -16 | 1
CCNC(=O)Nc1ccc(-n2nc(C)c(C(=O)OCC)c2C)nc1 | -16 | 0.1 | 18 | -6 | -3 | -19 | 1.8 | 5 | 5
NC(=O)NC(=O)CN1C(=O)NC2(CCOc3ccccc32)C1=O (centres undefined) | 0 | 0.3 | 16 | 3 | -5 | -2 | 0.1 | -1 | 3
CC(C)(C)OC(=O)N1CCN(c2ccc(NC(=O)c3ccco3)cc2)CC1 | . | . | 19 | . | -1 | -9 | 6.6 | 21 | 9
O=C(CSc1ccc(-c2ccccc2)nn1)c1cccs1 | -18 | -0.8 | -22 | -7 | -4 | 10 | 0.4 | -15 | -1
COc1cccc(C2=NOC(C(=O)Nc3cc(C)on3)C2)c1OC (centres undefined) | 2 | 1.6 | 17 | -8 | 8 | -13 | 6.8 | 1 | 0
CC(NC(=O)c1cc(S(=O)(=O)N(C)C)ccc1Cl)c1ccc(-n2ccnc2)cc1 (centres undefined) | -7 | -0.4 | -4 | -2 | -5 | -16 | 1.0 | -16 | 0
COc1ccc(Nc2nc(N)nc(CSc3nncn3C)n2)cc1 | -2 | -0.4 | 14 | -6 | -2 | 1 | 0.3 | 3 | 1
O=C(Nc1nnc(C2=COCCO2)o1)c1cccc([N+](=O)[O-])c1 | 8 | 1.0 | 3 | -10 | -2 | -6 | 0.9 | -7 | 0
Cc1nc2ccc(Br)cn2c1C(=O)N/N=C\c1ccccc1Cl | -20 | 0.2 | -3 | 3 | -1 | -5 | -0.2 | -1 | 2
COc1cc(C=O)ccc1OCC(=O)Nc1ccccc1N1CCOCC1 | . | . | 15 | . | 6 | -9 | 3.9 | 6 | 6
O=C(Nc1nnc(-c2cccs2)o1)c1cccc(C(F)(F)F)c1 | -9 | 18 | 17 | 22 | 41* | 5 | 32* | 34 | 90*
CN(C)c1ccc(/C=N/N2CCN(c3ccccn3)CC2)cc1 | 0 | -0.5 | 14 | -13 | -4 | -13 | 0.9 | -14 | 3
CN(C)c1nc(SCc2ccc(Cl)cc2)nc2c1CCCC2 | -21 | 1.2 | 9 | -21 | -5 | -10 | 0.4 | -3 | 4
CC(=O)O/N=C/c1c(NCc2ccccc2)nc2c(C)cccn2c1=O | 3 | 0.9 | -17 | -19 | -2 | 9 | 0.6 | -42 | 5
CCCN1CCN(C(=O)C2CCN(S(=O)(=O)c3ccc4c(c3)oc(=O)n4C)CC2)CC1 | . | . | 3 | . | -11 | -1 | 0.1 | 0 | 2
C=CCN1CCN(C(=O)c2oc3ccccc3c2C)CC1 | -7 | 0.0 | -4 | -8 | -5 | 2 | 0.1 | -19 | 6
Clc1ccccc1C=NNc1ccccn1 | . | . | -7 | . | -4 | -8 | -0.5 | -12 | 1

As a working copy, part of the list above.
SMILES | OXTR potentiator | V1R ag counter | M1 PAM parental | CHO parental Ca | CHRM1 agonist | CHO-K1 Ca antag | M1 ag parental | TAAR1 antag | TAAR1 ag
CN(C)c1nc(SCc2ccc(Cl)cc2)nc2c1CCCC2 | -21 | 1.2 | 9 | -21 | -5 | -10 | 0.4 | -3 | 4
CC(=O)O/N=C/c1c(NCc2ccccc2)nc2c(C)cccn2c1=O | 3 | 0.9 | -17 | -19 | -2 | 9 | 0.6 | -42 | 5
CCCN1CCN(C(=O)C2CCN(S(=O)(=O)c3ccc4c(c3)oc(=O)n4C)CC2)CC1 | . | . | 3 | . | -11 | -1 | 0.1 | 0 | 2
C=CCN1CCN(C(=O)c2oc3ccccc3c2C)CC1 | -7 | 0.0 | -4 | -8 | -5 | 2 | 0.1 | -19 | 6

(cont.)
SMILES | OXTR potentiator | V1R ag counter | M1 PAM parental | CHO parental Ca | CHRM1 agonist | CHO-K1 Ca antag | M1 ag parental | TAAR1 antag | TAAR1 ag
CC(C)(C)C(=O)NC(=C(Cl)Cl)P(=O)(O)O | 2 | 1.3 | 17 | -6 | -4 | -12 | 0.6 | 1 | 1
CCC1CCCCN1CCCNC(=O)CN1C(=O)CSc2ccc(S(=O)(=O)N3CCC(C)CC3)cc21 (centres undefined) | 3 | 0.3 | -4 | -19 | -6 | -7 | 0.1 | -3 | -1
S=c1[nH]nc(-c2ccccn2)n1/N=C/c1cccs1 | -8 | 3.1 | 21 | -2 | 0 | -10 | 0.8 | -10 | 3
Cc1cccc(C(=O)O/N=C(\N)c2ccccn2)c1 | -3 | 1.8 | -2 | -10 | -2 | 4 | -0.2 | -2 | 2
CC(=O)Nc1sc2c(c1C(c1ccc(Cl)cc1)N1CCOCC1)CCCC2 (centres undefined) | -15 | -0.5 | -4 | -16 | -7 | 14 | 0.5 | 20 | 9
CCc1nnc(NC(=O)CCN2C(=O)/C(=C/c3cc(OC)c(OC)c(OC)c3)SC2=S)s1 | -1 | 0.5 | 21 | -22 | -2 | -22 | 0.4 | -7 | -2
Cc1c(O)ccc(C(=O)CN2CCN(c3ccc(F)cc3)CC2)c1O | -6 | 0.6 | 11 | 1 | -3 | -5 | 1.1 | 8 | 34
O=C(CN1C(=O)CSc2ccc(S(=O)(=O)N3CCCCC3)cc21)NCc1ccccc1Cl | -1 | -1.2 | 11 | -20 | -5 | -16 | 0.9 | -6 | -2
O=C(O)COc1ccccc1C=NNC(=O)c1ccc(NS(=O)(=O)c2cccs2)cc1 | -2 | 0.5 | 11 | -1 | -1 | -15 | 0.9 | 16 | 1
CC(C)c1ccc2c(c1)[C@H]1OCC[C@H]1[C@@H](c1cccs1)N2 | -10 | -1.7 | 25 | -4 | -10 | -6 | 1.7 | -4 | 4
COc1ccc2nc(Nc3nc4cc5c(cc4s3)OCCO5)sc2c1 | -9 | -0.7 | 33 | -19 | -9 | -9 | 0.8 | 16 | -1
CCOc1cc(-c2nc3n(c(=O)c2C#N)CCS3)ccc1O | -15 | 2.0 | 10 | -3 | -5 | -2 | 6.7 | 0 | -1
CCC(C(=O)Nc1ncc(C)s1)c1ccccc1 (centres undefined) | -18 | -0.3 | 27 | -16 | 0 | -16 | 2.5 | 13 | 18
CC(C)NC(=O)C1(C)CCN1Cc1ccc(-c2ccccc2)cc1 (centres undefined) | . | . | 8 | . | -7 | -4 | 1.1 | -18 | -1
COCCCNC(=O)CC(NCCCOC)C(=O)O (centres undefined) | -4 | 1.5 | 15 | 0 | 1 | -14 | 0.8 | 10 | 0
CS(=O)(=O)c1ccc(C(=O)Nc2ccc(N3CCCC3)cc2)c(Cl)c1 | -7 | 1.0 | 0 | 6 | -12 | -3 | 0.1 | -5 | 2
COc1ccc(C(=O)N2CCC(C(=O)N3CCN(c4ccc(OC)cc4)CC3)CC2)cc1 | 2 | 4.0 | -17 | 11 | -1 | 3 | 1.1 | -12 | 3
Cc1c(C(=O)NCc2ccco2)sc(=O)n1Cc1ccc(S(C)(=O)=O)cc1 | . | . | 3 | . | -8 | 1 | 0.7 | 8 | 1
O=C(Cc1cccs1)NCCc1csc(-c2ccccc2)n1 | 0 | -1.0 | -12 | -14 | -3 | -4 | -0.4 | -12 | -1
Cc1nc2ccccc2n1Cc1ccc(Cl)cc1 | -22 | 11 | -12 | 31* | 4 | 33* | 9.2 | -2 | 2
COc1ccc(NC(=O)Cc2csc(NC(=O)Nc3ccccc3OC)n2)cc1 | . | . | 8 | . | 0 | 3 | 6.4 | 49* | 30
O=C(Nc1cccc(S(=O)(=O)C(F)F)c1)c1ccc(Cl)c(S(=O)(=O)N2CCOCC2)c1 | -19 | 15 | -2 | 6 | 7 | 0 | 10 | 74* | 35
CC(=O)c1ccc(NC(=O)NC2CC(=O)N(c3ccc4c(c3)OCCO4)C2)cc1 (centres undefined) | 4 | 1.0 | 4 | -7 | -1 | -5 | 0.5 | 3 | 0
CCOC(=O)c1cc(C)n(-n2cnnc2)c1C | 4 | 0.5 | 1 | -1 | 0 | -3 | 0.1 | 14 | 1
